# UHRF1 binding = blocks human UHRF1 binding to methylated DNA. inhibition, % at 4.4 µM. hit rate 0.75% among 370,000. UHRF1 binding to methylated oligo, TR-FRET. Q96T88; in the data active means inhibition above about 21%;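 further: UHRF1 SRA domain binding a hemimethylated CpG hairpin DNA probe; 0% = median of test compound wells and 100% = reference inhibitor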
# DDE Tn6 FP inh = inhibitors of Tn6 peptide binding to human fibrin DD(E) | Fibrin DD(E) TRITC-Tn6 fluorescence polarization displacement | inhibition, % at 8.3 µM | hit rate 0.21% among 370,000;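 active means inhibition above a per-campaign cutoff: mean of compounds within control limits plus 3 SD, cut at about 15% in these data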;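 further: 0% = median of all compound wells on the plate and 100% = blocking peptide control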
# Target sequence (P02675 whole entry, looked up): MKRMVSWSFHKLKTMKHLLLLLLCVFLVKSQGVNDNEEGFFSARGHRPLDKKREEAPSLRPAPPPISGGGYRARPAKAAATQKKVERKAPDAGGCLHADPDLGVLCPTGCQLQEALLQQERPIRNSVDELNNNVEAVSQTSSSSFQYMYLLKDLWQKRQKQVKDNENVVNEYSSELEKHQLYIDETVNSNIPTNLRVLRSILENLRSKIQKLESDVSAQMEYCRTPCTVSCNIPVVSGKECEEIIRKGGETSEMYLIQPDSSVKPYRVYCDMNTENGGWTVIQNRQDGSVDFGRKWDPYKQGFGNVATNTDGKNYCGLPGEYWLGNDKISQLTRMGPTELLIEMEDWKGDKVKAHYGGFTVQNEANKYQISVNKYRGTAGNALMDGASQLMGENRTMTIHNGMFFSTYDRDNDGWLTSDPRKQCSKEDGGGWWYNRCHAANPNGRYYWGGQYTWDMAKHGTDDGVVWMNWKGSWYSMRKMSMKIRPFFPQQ
# NR1D1 modulator = modulators of human Rev-erb alpha DNA binding | P20393 | activity, % at 10 µM | hit rate 0.79% among 370,000 | Rev-erbα–FITC-DNA binding, fluorescence polarization, 90 min;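 active means activity above about 14%, limit read from the data; passing the limit was not always enough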;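 further: 0% = DMSO wells with 35 nM protein and 100% = DMSO wells with 750 nM protein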
# PLC-beta3 inh = blocks human PLC-beta3 enzyme activity. Q01970. Purified PLC-beta3, fluorogenic substrate, fluorescence. inhibition, % at 12.2 µM. hit rate 0.18% among 370,000. AID 720704; in the data active means inhibition above about 11%;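 further: 0% = median of compound wells on plate and 100% = full blocker control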
# ARFGAP1 inhibitor = inhibits rat ARF GTPase activating protein 1. Q62848. Arfgap1-stimulated ARF1 GTP hydrolysis, GDP FP detection. inhibition, % at 16.5 µM. hit rate 0.26% among 360,000. AID 651572;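 active means inhibition above a per-plate limit, mean inhibition of low control wells plus 3 SD, cut at about 25% in these data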;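 further: 0% = DMSO wells with enzyme and 100% = wells lacking Arfgap1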
#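 system = rat Arfgap1 catalytic domain, aa 1-136 | technique = FP, GDP Alexa 633 tracer displaced from anti-GDP antibody, 620/688 nm | compound = one concentration, 16.5 µM, DMSO 1.26% | medium = HEPES-based buffer, pH 7.5 | timing = compound-enzyme preincubation 20 min, reaction 120 min, detection 60 min, 25 °C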
# ASAP1 GAP inh = inhibitors of human ASAP1 ArfGAP activity. AID 624377. hit rate 0.19% among 360,000. ASAP1-stimulated ARF1 GTP hydrolysis, GDP FP detection. inhibition, % at 16.5 µM; in the data active means inhibition above about 25%;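 further: 0% = vehicle with enzyme and substrate and 100% = no enzyme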
# PLCg1 inh = PLC-gamma1 (human) inhibition, primary screen; purified PLC-gamma1, fluorogenic substrate, fluorescence; inhibition, % at 12.2 µM; hit rate 0.84% among 370,000; AID 720700; in the data active means inhibition above about 9.5%
# DDE Tn7 FP inh = inhibitors of Tn7 peptide binding to human fibrin DD(E). inhibition, % at 8.3 µM. P02675. FP displacement of FITC-Tn7 peptide from fibrin DD(E); 0% = median of compound wells per plate. hit rate 0.13% among 370,000;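 active means inhibition above the mean of compounds falling within the control limits plus 3 SD of them, cut at about 14% in these data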;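 further: 0% = plate median of compound wells and 100% = 10 µM Aha-Tn7 peptide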
#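 Assay system: Fibrin-DD(E) protein isolated from polymerized human fibrin clots; read-out basis: percent inhibition; medium: Tris/NaCl/CaCl2 buffer, pH 7.8; signal: FP measurement; incubation: 10 min plus 3 h, room temperature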
# HGIII-sPLA2 inh = Inhibits HGIII-sPLA2 liposome hydrolysis, primary screen; AID 743126; Q9NZ20; inhibition, % at 12.2 µM; QFRET BODIPY PC-A2 liposome hydrolysis, fluorescence; hit rate 0.56% among 370,000;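 active means inhibition above mean plus 3 SD of compounds lying within the high and low control bounds, cut at about 19% in these data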;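 further: 0% = median of test compound wells and 100% = no enzyme DMSO wells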
# Target sequence (Q9NZ20 whole entry, looked up): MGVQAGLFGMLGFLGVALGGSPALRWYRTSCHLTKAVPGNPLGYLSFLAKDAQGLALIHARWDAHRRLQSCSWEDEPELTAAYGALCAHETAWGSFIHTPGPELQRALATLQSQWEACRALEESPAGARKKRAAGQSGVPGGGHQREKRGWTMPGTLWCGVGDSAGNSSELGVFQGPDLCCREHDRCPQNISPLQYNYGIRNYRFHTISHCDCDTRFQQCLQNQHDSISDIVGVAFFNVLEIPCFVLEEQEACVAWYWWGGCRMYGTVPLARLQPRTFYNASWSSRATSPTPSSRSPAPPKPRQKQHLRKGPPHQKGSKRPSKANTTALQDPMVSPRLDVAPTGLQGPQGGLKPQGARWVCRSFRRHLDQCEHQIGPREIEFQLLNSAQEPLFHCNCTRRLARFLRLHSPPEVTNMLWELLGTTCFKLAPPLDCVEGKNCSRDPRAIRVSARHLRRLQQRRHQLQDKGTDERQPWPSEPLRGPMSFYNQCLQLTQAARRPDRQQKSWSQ
# proKLK7 act = activators of human kallikrein-7 zymogen; P49862; purified proKLK7, EDANS-DABCYL substrate fluorescence; 100% is mature enzyme control, 0% vehicle; activation, % at 7 µM; hit rate 0.9% among 370,000;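 active means activation above the mean of all tested compounds plus 3 SD, computed per campaign excluding outliers beyond control limits, cut at about 13% in these data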
# Numbers without * were called inactive.
SMILES,UHRF1 binding,DDE Tn6 FP inh,NR1D1 modulator,PLC-beta3 inh,ARFGAP1 inhibitor,ASAP1 GAP inh,PLCg1 inh,DDE Tn7 FP inh,HGIII-sPLA2 inh,proKLK7 act
OCCC1CN(Cc2cccn2-c2ncccn2)CCN1C1CCCC1 (centres undefined),4,2,-2,-29,5,10,-13,1,6,0.1
Cc1ccnc(NC(=O)CNC(=O)c2sc3ccccc3c2Cl)c1,-2,-8,35*,-7,-3,-11,-2,-2,-2,0.4
COc1cc(CCCN2CCNC[C@@H]2Cc2ccccc2)cc(OC)c1OC,-2,6,4,2,-4,-13,-1,1,-4,0.4
COc1ccc(C(CC(=O)O)NC(=O)c2cccs2)cc1 (centres undefined),-1,1,-4,3,9,-5,-1,3,2,0.3
COCCn1nnnc1C(c1ccc(OC)cc1OC)N1CCN(c2ccccc2F)CC1 (centres undefined),1,-1,2,5,-1,5,0,-6,-2,0.1
Cc1noc(C)c1CSCC(=O)Nc1cc(Cl)ccc1N1CCOCC1,2,1,0,-8,4,-3,4,-8,7,0.0
O=[N+]([O-])c1ccc(S(=O)(=O)Nc2ccc(-c3ccc(N4CCCC4)nn3)cc2)cc1,1,-5,-7,-1,9,-7,6,-4,-15,0.5
COc1ccccc1CN1CCNC(=O)C1CC(=O)NCCCN1CCOCC1 (centres undefined),-1,-1,-2,-4,-10,2,-8,9,-7,0.3
Clc1ccc(C=NN2CCCCCC2)cc1Cl,3,9,3,-5,-8,-24,6,-1,-3,-0.2
COC(=O)CCC/C=C1/SCC(NC(=O)c2ccccc2)C1NC(C)=O (centres undefined),14,2,3,-1,15,3,0,-6,0,0.6
Cc1ccc2c(c1)CC1(CN2C)C(=O)OC2(CCCCC2)OC1=O,-1,-3,1,-27,5,2,-23,0,0,0.2
Cc1ccccc1C(=O)Nc1ccc(O)c2c(=O)cc(-c3ccccc3Cl)oc12,-2,3,0,1,3,-1,-1,5,6,-0.8
CC(C)Cc1nc2sc3c(=O)[nH]cnc3c2c2c1CCCC2,0,1,0,-14,5,0,-7,-3,-3,-1.5
COC(=O)Cn1c2ccc(Cl)cc2c2nc(C)sc21,0,7,-5,-8,-4,-5,-2,9,3,-0.5
Cc1ccc(C(=O)Nc2ccc(S(=O)(=O)N3CCCC3)cc2)cc1,-4,5,3,-3,-7,-12,-1,6,-9,0.5
Cc1ccc(C)c(N2CCN(C(c3ccccc3)c3nnnn3C(C)(C)C)CC2)c1 (centres undefined),2,-3,1,1,-11,-5,1,3,5,0.4
O=C(OCCc1cc2ccccc2c(=O)o1)c1ccc(F)cc1,-2,6,1,0,-9,1,2,1,-7,-0.3
Cc1ccc(C(C)C)c(OCC(=O)OCC(=O)NC2CC2)c1,0,1,6,3,14,3,0,0,5,-1.9
Cc1cc(=O)[nH]c(SCC(=O)Nc2ncc(S(=O)(=O)c3ccc([N+](=O)[O-])cc3)s2)n1,2,-6,-4,2,3,7,9,0,1,0.1
Cc1nnc(SCC(=O)N2CCN(S(=O)(=O)c3ccccc3)CC2)s1,-2,0,-3,-4,1,-4,2,2,-1,-0.6
CCCc1cc(=O)[nH]c(/N=C(\N)Nc2ccccc2)n1,4,2,-1,8,8,2,4,-4,0,0.4
CC(C)c1ccc(C2C(C(=O)c3ccco3)=C(O)C(=O)N2CCN2CCOCC2)cc1 (centres undefined),-3,3,-1,-8,-13,-2,-3,-5,-6,0.1
O=c1cccccc1NN=C1CCCCC1,-3,-3,-20,-14,-2,9,-8,-2,-7,-0.7
Cn1[nH]c(=O)c(Cl)c(Cl)c1=O,3,3,-2,-1,4,-13,-1,2,7,-0.1
CC(C)C[C@@H](CN)NC(=O)c1nc[nH]c1C(=O)N[C@@H](C)C(=O)CNC[C@H](C)NC(=O)c1nc[nH]c1C(=O)N[C@@H](CC(=O)O)C(=O)O,15,0,-7,-1,-9,-5,1,0,7,-0.2
COc1ccc(OC(C)C(=O)Nc2cccc(OC)c2)cc1 (centres undefined),-1,-3,-2,-2,-5,-11,-2,4,-3,0.9
COC(=O)c1ccsc1-n1cc(C#N)c(=O)n(C)c1=O,-3,-5,-1,-4,19,4,1,-10,-3,1.5
CCc1ccc(OCCn2cccn2)cc1,17,11,0,0,18,-4,1,6,3,0.0
CC(NC(=O)OCc1ccccc1)C(=O)N1CC(O)CC1C(=O)O (centres undefined),0,1,-2,5,-3,6,4,-2,5,0.2
Clc1ccc(OCc2noc(-c3ccsc3)n2)c(Cl)c1,0,-4,3,-3,12,-1,5,2,-2,-0.4
COC(=O)CN1C(=S)N(c2ccc(Cl)cc2)C(=O)C1CC(=O)Nc1ccccc1 (centres undefined),4,8,-3,1,6,-7,-2,0,-19,0.0
COc1ccc(Cl)cc1NC(=O)Nc1ccccc1C(N)=O,4,-3,0,-11,5,13,-15,-4,2,2.7
CCn1cc(C(=O)NC(C)CCc2ccccc2)c(=O)c2cc(S(=O)(=O)N(C)C)ccc21 (centres undefined),-4,2,0,-3,15,6,6,9,-9,0.7
CC(C)Cn1c(SCC(=O)N2CCOCC2)nc2ccccc2c1=O,0,-11,4,0,-8,3,-2,1,-1,-0.2
Cc1ccc(NC(=O)c2ccc3c(c2)CCN3S(C)(=O)=O)cc1C,-2,-5,2,-7,3,15,1,-8,-3,0.1
COc1cc(C(=O)OCC(=O)NCCCc2ccccc2)ccc1OCC(C)C,0,8,0,-5,6,12,-1,-1,-7,0.1
CCCCSc1nc2c(cnn2-c2ccccc2)c(=O)n1N,-1,3,7,0,-6,-8,1,2,-8,0.8
Cc1cccc2[nH]c3c(N4CCC5(CC4)OCCO5)ncnc3c12,5,-8,-3,-122,6,8,-88,3,3,4.4
CC(C)N1CCC(N2CCN(Cc3ccc(-c4ccc(Cl)cc4)o3)CC2CCO)CC1 (centres undefined),-4,-2,4,-9,3,-10,0,-2,-3,-0.8
COC(=O)[C@@H]1C[C@@]2(O)[C@H](O)[C@H](O)[C@H](O)C[C@H]2N1Cc1ccc(C)s1,2,-10,-5,-4,5,5,-1,3,8,-0.3
COc1ccc(OC)c(S(=O)(=O)N2CCCC(C(=O)N3CCC(C(N)=O)CC3)C2)c1 (centres undefined),1,-4,6,6,-11,1,2,-1,6,-0.1
COc1cc(-c2nc(=S)[nH][nH]2)cc(OC)c1OC,-3,-1,-3,1,-10,0,-1,-1,-4,-0.1
CCc1ccc2c(c1)C1(C(=O)N2)N2CCCC2C(C(=O)c2ccc3ccccc3c2)C12C(=O)Nc1ccccc12 (centres undefined),2,1,7,-6,18,14,-5,-6,3,0.7
Clc1ccc(CN2CC[C@H]3C=CCc4cccc(c43)C2)cc1,17,3,-3,-32,-10,-4,-26,5,9,0.3
COc1ccc(-c2csc(N(C)C(=O)c3cccs3)n2)cc1,-2,2,-2,-6,3,-4,-1,0,-2,0.5
CC(=O)C1=C(C)N(Cc2ccccc2)C(=O)N[C@H]1c1cccc(F)c1,-1,2,-4,0,-6,3,0,-2,3,-0.3
CCOc1ccc2c(c1)sc(N)[n+]2Cc1cc(C)cc2cccnc12,4,0,-1,-1,10,8,5,-7,-6,-0.4
COc1ccc(/C=C/C(=O)N2CCN(C)CC2)cc1S(=O)(=O)N1CCCCC1,0,3,-1,6,11,-6,1,-2,-3,-0.7
O=S(=O)(Nc1cccc(S(=O)(=O)N2CCOCC2)c1)c1ccc2c(c1)OCCO2,-1,4,2,-3,-15,4,-1,-3,-7,0.7
CCn1c(C(=O)O)c(CC(=O)Nc2ccccc2OC)c2ccccc21,-2,3,-4,-3,3,-1,0,-3,-13,0.1
CCC(=O)Oc1c(C(=O)CC)cc2c(C)cc(=O)oc2c1C,-3,9,-4,-148,-4,0,-140,1,5,540*
CN(C)c1cccc2c1c(NS(=O)(=O)c1cn(C)cn1)nn2C,-3,2,2,-18,-7,-4,-15,-8,3,-0.5

# Structures above that have an aryl methoxy group:
SMILES,UHRF1 binding,DDE Tn6 FP inh,NR1D1 modulator,PLC-beta3 inh,ARFGAP1 inhibitor,ASAP1 GAP inh,PLCg1 inh,DDE Tn7 FP inh,HGIII-sPLA2 inh,proKLK7 act
COc1cc(CCCN2CCNC[C@@H]2Cc2ccccc2)cc(OC)c1OC,-2,6,4,2,-4,-13,-1,1,-4,0.4
COc1ccc(C(CC(=O)O)NC(=O)c2cccs2)cc1 (centres undefined),-1,1,-4,3,9,-5,-1,3,2,0.3
COCCn1nnnc1C(c1ccc(OC)cc1OC)N1CCN(c2ccccc2F)CC1 (centres undefined),1,-1,2,5,-1,5,0,-6,-2,0.1
COc1ccccc1CN1CCNC(=O)C1CC(=O)NCCCN1CCOCC1 (centres undefined),-1,-1,-2,-4,-10,2,-8,9,-7,0.3
COc1ccc(OC(C)C(=O)Nc2cccc(OC)c2)cc1 (centres undefined),-1,-3,-2,-2,-5,-11,-2,4,-3,0.9
COc1ccc(Cl)cc1NC(=O)Nc1ccccc1C(N)=O,4,-3,0,-11,5,13,-15,-4,2,2.7
COc1cc(C(=O)OCC(=O)NCCCc2ccccc2)ccc1OCC(C)C,0,8,0,-5,6,12,-1,-1,-7,0.1
COc1ccc(OC)c(S(=O)(=O)N2CCCC(C(=O)N3CCC(C(N)=O)CC3)C2)c1 (centres undefined),1,-4,6,6,-11,1,2,-1,6,-0.1
COc1cc(-c2nc(=S)[nH][nH]2)cc(OC)c1OC,-3,-1,-3,1,-10,0,-1,-1,-4,-0.1
COc1ccc(-c2csc(N(C)C(=O)c3cccs3)n2)cc1,-2,2,-2,-6,3,-4,-1,0,-2,0.5
COc1ccc(/C=C/C(=O)N2CCN(C)CC2)cc1S(=O)(=O)N1CCCCC1,0,3,-1,6,11,-6,1,-2,-3,-0.7
CCn1c(C(=O)O)c(CC(=O)Nc2ccccc2OC)c2ccccc21,-2,3,-4,-3,3,-1,0,-3,-13,0.1
